Screening data: PubChem, several laboratories
HSF1 inh: HSF1 inhibitors in luciferase reporter cells, primary screen, cell-based, NIH3T3, luminescence; NIH3T3-HGL HSE-luciferase, MG132-induced, luminescence 8 h; active compounds read low; activity change, negative = inhibition, % at 7.5 µM (by protocol); 300,000 tested, 0.77% active; AID 2098, 2009;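 active means more than half of replicate wells show activity change below -50%, luminescence cut by over half; inconclusive means some wells, but at most half, below -50%; inactive means no replicate well below -50%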;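 further: luciferase reports HSF-1 transcriptional activity via heat shock element; 0% = median of DMSO wells and -100% = zero luminescence signal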
IEC-6 tox: cytotoxicity in IEC-6 intestinal epithelial cells, primary screen, cytotoxicity control for KLF5 inhibitor project, cell-based, luminescence; 290,000 tested, 0.78% active; IEC-6 cytotoxicity, luminescence viability; inhibition, % at 5 µM; in the data active means inhibition above about 22%;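 further: 0% = plate median of test compound wells and 100% = cytotoxic reference compound wells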
GSK3 alpha inh: blockers of GSK3A enzyme activity – biochemical, luminescence, cell-free homogeneous, HTS, primary screen | Glycogen synthase kinase-3 alpha (Homo sapiens), P49840 | GSK-3 alpha kinase, ADP-Glo luminescence, 60 min | inhibition, % at 10 µM | 320,000 tested, 0.1% active | AID 2650, 2010;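 in the data active means inhibition above about 50%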;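 further: GST-tagged GSK-3 alpha with peptide substrate and 25 µM ATP; 0% = DMSO neutral wells and 100% = GW8510 positive control wells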
Target sequence (P49840 whole entry, looked up): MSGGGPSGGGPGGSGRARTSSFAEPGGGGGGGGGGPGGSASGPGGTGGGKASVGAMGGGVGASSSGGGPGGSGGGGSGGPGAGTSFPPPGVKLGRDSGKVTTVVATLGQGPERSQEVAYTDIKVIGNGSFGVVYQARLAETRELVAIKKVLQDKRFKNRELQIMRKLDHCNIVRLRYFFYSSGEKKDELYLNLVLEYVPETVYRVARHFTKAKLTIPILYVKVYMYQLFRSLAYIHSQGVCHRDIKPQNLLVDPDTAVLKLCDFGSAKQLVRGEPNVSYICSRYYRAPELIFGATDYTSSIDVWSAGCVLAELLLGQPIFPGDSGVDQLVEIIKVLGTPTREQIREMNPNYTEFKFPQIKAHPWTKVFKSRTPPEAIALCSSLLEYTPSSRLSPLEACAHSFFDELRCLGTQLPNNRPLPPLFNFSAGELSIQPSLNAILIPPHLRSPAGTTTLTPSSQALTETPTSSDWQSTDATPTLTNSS
AI-2 QS mod: Vibrio harveyi AI-2 quorum sensing modulators, primary screen, JMH597 strain, luminescence/OD600 ratio; activity change, % at 7.5 µM; 300,000 tested, 0.4% active; Vibrio harveyi JMH597 AI-2 luminescence/OD600 ratio, 9 h; active compounds read low; strain lacks LuxN and CqsS sensors; 0 = neutral-control median; AID 2094, 2009; in the data active means activity change below about -75%, passing the limit was not always enough; inconclusive means no clear call, values can overlap the other calls;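 further: luminescence divided by OD600 gain over 9 h not by final OD600 alone; inactives centre near 13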
GSK3B inh: human GSK3beta kinase inhibitors, primary screen, biochemical, cell-free homogeneous, HTS. Glycogen synthase kinase-3 beta (Homo sapiens), P49841. GST-GSK3beta kinase, ADP-Glo luminescence, 60 min; active compounds read low. activity score (negative = inhibition), % at 10 µM. 300,000 tested, 0.038% active;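 active means more than half of replicate wells score below -50%, meaning over 50% inhibition versus plate controls; inconclusive means some replicates but at most half score below -50%; inactive means no replicate scores below -50%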;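 further: 0% = median DMSO wells and -100% = median GW8510 positive control wells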
Target sequence (P49841 whole entry, looked up): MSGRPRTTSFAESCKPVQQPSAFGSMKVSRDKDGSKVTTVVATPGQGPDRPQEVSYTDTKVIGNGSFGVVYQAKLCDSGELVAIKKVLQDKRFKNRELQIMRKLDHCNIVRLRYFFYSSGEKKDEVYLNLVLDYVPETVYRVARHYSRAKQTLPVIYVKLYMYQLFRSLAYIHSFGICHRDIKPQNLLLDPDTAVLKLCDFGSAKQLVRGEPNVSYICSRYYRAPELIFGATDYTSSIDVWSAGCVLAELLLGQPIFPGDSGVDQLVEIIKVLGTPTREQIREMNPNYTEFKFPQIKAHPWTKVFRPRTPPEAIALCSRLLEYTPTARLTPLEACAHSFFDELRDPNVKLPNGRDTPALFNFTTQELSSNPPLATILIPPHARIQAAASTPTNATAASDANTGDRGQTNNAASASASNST
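Test system: GST-tagged human GSK3beta kinase, cell-free; evaluation: activity score scaled between in-plate DMSO and GW8510 controls; measured by: ADP-Glo luminescence; incubation: 60 min reaction, RT; benchmarks: DMSO and 20 µM GW8510; reagent: peptide substrate plus 25 µM ATP (final); medium: Tris/MgCl2 kinase buffer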
KLF5 inh: KLF5 expression inhibitors, primary screen, DLD-1 cells, luminescence | inhibition, % at 5 µM | DLD-1 KLF5 promoter-luciferase reporter | AID 1700, 2009 | 290,000 tested, 0.23% active;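 active means inhibition above a per-plate limit of that plate's mean compound inhibition plus 3 SD, cut at about 60% in these data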;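 further: 0% = DMSO wells and 100% = LY294002 at 200 µM; higher means less KLF5 promoter-driven luciferase light; inactives centre near -14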
HSF1 activator: HSF-1 activators, primary screen, NIH3T3-HGL cells, MG132 stress, luminescence, single point; activation, % at 9 µM; AID 504408, 2011; NIH3T3-HGL HSF-1 luciferase reporter, 8 h; 100% = twice DMSO control signal; 300,000 tested, 1.7% active;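 active means mean replicate activation of at least 50% with a set share of replicates each reaching 50%; inconclusive means only one of those two conditions met; inactive means mean below 50% and too few replicates reaching it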;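 further: 0% = median of the neutral control wells and 100% = twice that signal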
PolyA inhibitor: polyadenylation inhibitors in yeast reporter cells, primary screen, luminescence, S. cerevisiae | S. cerevisiae SKY197-pL101 polyadenylation reporter, beta-gal luminescence; efflux-impaired pdr1/pdr3 knockout yeast; score 100 = 6 SD above DMSO | calls only at 12 µM | 300,000 tested, 0.02% active;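 active means lowest replicate activity score at least 50, where 100 means six control SD above control mean; inconclusive means lowest score under 50 but half or more replicates reach 50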;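 further: yeast exposed to compound for 9 h at 30 °C; higher score means more reporter readthrough which indicates perturbed polyadenylation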
aSyn 5UTR inh: MLPCN primary screen, SNCA 5' untranslated region; alpha-synuclein 5'UTR reporter, inhibitor activity; inhibition, % (tested at 7.5 µM); 300,000 tested, 0.82% active; AID 1813, 2009; in the data active means inhibition above about 60%; inconclusive means no clear call, values can overlap the other calls;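 further: H4 neuroglioblastoma cells stably carrying SNCA 5'UTR luciferase fusion; 0% = DMSO wells and 100% = positive control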
HSP90 refold inh: HSP90 inhibitors, primary screen, cell lysate, luminescence; Rabbit reticulocyte lysate, luciferase refolding luminescence, 3 h; inhibition, % at 5.6 µM; 290,000 tested, 0.91% active;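 active means inhibition above the screen-wide mean plus 3 SD, computed separately per campaign, cut at about 16% in these data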;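 further: 0% = DMSO wells and 100% = 60 µM geldanamycin wells; inhibitors lower the luminescence because luciferase stays unfolded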
Numbers without * were called inactive; i = inactive; ? = inconclusive; . = no result given.

SMILES	HSF1 inh	IEC-6 tox	GSK3 alpha inh	AI-2 QS mod	GSK3B inh	KLF5 inh	HSF1 activator	PolyA inhibitor	aSyn 5UTR inh	HSP90 refold inh
CCOC(=O)C1=C(C)NC(=O)NC1c1cc(Br)c(O)c(OC)c1 (stereo unspecified)	22	5	1	13	1	-22	19	i	1	1
CC1=NN(C(N)=S)C(=O)C1N=Nc1cccc([N+](=O)[O-])c1 (stereo unspecified)	32	-4	-4	23	0	-19	21	i	-121	13
O=C(NCc1ccccc1)C(c1ccccc1)N(C(=O)c1csnn1)c1ccccc1 (stereo unspecified)	2	0	0	11	3	13	7	i	-6	-3
COC(=O)c1cc(C(=O)OC)cc(-n2c(C)cc(C(=O)COC(=O)CNS(=O)(=O)c3ccc(C)cc3)c2C)c1	3	0	-2	13	1	-4	-1	i	20	5
Cc1ccc(C(=O)N2C(=O)C(c3ccccc3)Oc3ccccc32)cc1 (stereo unspecified)	-1	1	-1	22	2	7	-7	i	93*	-1
CC(c1ccccc1F)n1cc(C(=O)NCCc2ccco2)nn1 (stereo unspecified)	0	-4	2	3	0	-25	-3	i	-7	3
NC(=O)CN1CCN(C(=O)NC2CCCCC2)CC1	-3	-1	.	44	-3	-38	-8	i	11	3
O=C(O)CCn1c(-c2ccccn2)nc2ccccc21	-1	2	-1	27	1	-45	5	i	-8	-2
O=C(NCc1ccc2c(c1)OCO2)C1CCCN(C(=O)c2ccc(Cl)cc2)C1 (stereo unspecified)	-4	-2	-6	0	2	-17	-4	i	7	5
C=CCn1c(N)c(C(=O)NCC2CCCO2)sc1=S (stereo unspecified)	2	0	0	.	.	-10	-14	i	3	7
COc1ccc(N2CCN(C(=O)c3ccc4c(Cl)c5c(nc4c3)CCCC5)CC2)cc1	14	1	-2	16	-3	-9	-1	i	8	3
Cc1ccc(C(=O)Nc2ccc3c(c2)nc2n3CCSC2)cc1	15	0	1	34	-1	-140	24	i	-67	5
Cn1cnnc1SCCOc1ccc(Cl)cc1	0	-6	1	-2	-2	-41	-6	i	10	-4
Cc1ccc(N2C(=O)C3N=NN(CC(=O)N4N=C(c5ccccc5)CC4c4ccccc4)C3C2=O)cc1 (stereo unspecified)	-4	5	0	1	-5	-4	14	i	-20	-1
CCCCNCc1cc(OC)c(OCC(N)=O)cc1Br	3	6	-1	32	1	-1	8	i	-2	4
COc1ccc(C(c2nnnn2CCc2ccccc2)N2CCN(C)CC2)cc1OC (stereo unspecified)	-8	-3	.	16	-1	17	-14	i	0	5
C=CCSc1nnc(NC(=O)COc2ccc3ccccc3c2)s1	-1	-5	-3	35	2	-51	4	i	-25	-6
COc1ccccc1NC(=O)C(C(C)C)N1C(=O)c2ccccc2C1=O (stereo unspecified)	1	0	1	19	2	-66	6	i	11	0
Cn1nccc1NC(=O)Nc1cccc([N+](=O)[O-])c1	-6	2	-2	24	1	3	18	i	-11	-1
O=C(NCCC1CCCCN1S(=O)(=O)c1ccccc1)C(=O)Nc1ccccc1F (stereo unspecified)	7	.	.	9	-6	.	10	i	-3	.
CS(=O)(=O)N(CC(N)=O)c1cccc(Br)c1	0	-3	-4	4	4	-13	25	i	-14	-3
COc1cc(NS(=O)(=O)c2ccc(NS(=O)(=O)c3ccccc3)cc2)nc(OC)n1	-5	3	-3	30	1	-29	-8	i	-3	-1
CN(Cc1ccccc1)C(=O)COC(=O)/C=C/c1ccco1	-5	-5	-3	19	6	-1	19	i	-9	-4
O=C(NCCCNC(=O)c1ccccc1Br)c1ccccc1Br	20	11	1	22	-1	4	?	i	11	0
OCC1CCN(Cc2cn(Cc3ccccc3)nc2-c2cc3ccccc3o2)CC1	11	-5	-1	16	1	-28	11	i	-13	0
COc1ccc(CNC(=O)C(=O)c2cn(CC(=O)N3CCOCC3)c3ccccc23)cc1	-41	-8	-3	27	0	11	-55	i	-14	-4
N#Cc1c(Nc2ccccc2)c(/C=N/N=C/c2ccccc2)c[nH]c1=O	-1	1	0	11	-3	-39	1	i	-4	-5
Cc1nc(NC(=O)c2cccc(-c3cc4ccccc4oc3=O)c2)ccc1Br	1	-2	.	14	2	-40	11	i	-81	-5
Cc1ccccc1C(=O)Oc1cc(N)n(S(=O)(=O)c2ccccc2)n1	-2	0	-1	10	2	2	-9	i	10	-6
Cc1cc(C)nc(OC(C(=O)O)C(OCCc2ccccc2)(c2ccc(F)cc2)c2ccc(F)cc2)n1 (stereo unspecified)	3	-4	-10	16	1	-3	4	.	5	-4
Cc1ccnc(NC(=O)CCC(=O)N(CC(=O)NCc2ccc(F)cc2)c2cccc(F)c2)c1	9	0	0	6	-3	-33	27	i	26	0
CCNc1nc2c(c(=O)[nH]c(=O)n2C)n1CC(C)C	-5	-7	0	16	-1	-39	-6	i	17	-4
Cc1cccn2c(=O)c3cc(C(=O)NCc4ccco4)c(=N)n(C4CCCCC4)c3nc12	-3	-4	6	8	-4	-7	-7	i	-69	3
Fc1ccccc1/C=N/n1cnnc1	-4	-2	.	19	-6	-3	-8	i	14	0
Nc1nnc(SCC(=O)N2CCN(c3cccc(Cl)c3)CC2)n1-c1ccccc1	-4	-1	-1	26	2	-35	-19	i	10	2
COc1ccc(N2CCN(C(=O)CN(c3cccc(OC)c3)S(=O)(=O)c3ccccc3)CC2)cc1	2	-3	-1	-4	1	2	0	i	12	0
COc1ccc(NC(=O)c2sc3ncn(CC(=O)N4CCN(c5ccccn5)CC4)c(=O)c3c2C)cc1OC	2	4	-1	-1	0	-5	-12	i	-16	1
Cc1ccc2[nH]c3nc(SCC#N)nnc3c2c1	7	2	-2	24	2	-20	13	i	-9	-1
O=C(N/C(=C\c1ccccc1)C(=O)N1CCCCCC1)c1ccccc1	0	-6	-2	-5	1	-5	6	i	2	-2
Cc1nn(C)c(C)c1CN(C)C(=O)c1cnn2c1NC(c1ccccc1)CC2C(F)(F)F (stereo unspecified)	2	-2	0	25	-2	-10	11	i	54	-3

Whole records from above. Screens in order: HSF1 inh	IEC-6 tox	GSK3 alpha inh	AI-2 QS mod	GSK3B inh	KLF5 inh	HSF1 activator	PolyA inhibitor	aSyn 5UTR inh	HSP90 refold inh
CCCCNCc1cc(OC)c(OCC(N)=O)cc1Br as listed: 3	6	-1	32	1	-1	8	i	-2	4
COC(=O)c1cc(C(=O)OC)cc(-n2c(C)cc(C(=O)COC(=O)CNS(=O)(=O)c3ccc(C)cc3)c2C)c1 as listed: 3	0	-2	13	1	-4	-1	i	20	5

Further records follow.
SMILES	HSF1 inh	IEC-6 tox	GSK3 alpha inh	AI-2 QS mod	GSK3B inh	KLF5 inh	HSF1 activator	PolyA inhibitor	aSyn 5UTR inh	HSP90 refold inh
COc1ccc(C(=O)NCC(=O)N/N=C/c2cccc(OC(=O)c3ccco3)c2)cc1OC	10	-6	-1	12	1	-30	13	i	5	1
CCC1(C)Cc2ccccc2-c2nc(NCCCO)n(C)c(=O)c21 (stereo unspecified)	.	2	-1	6	-2	-12	.	i	.	-1
O=C(CSc1ccc(-c2ccc(F)cc2)nn1)N1CCN(c2ccccc2)CC1	0	5	5	-6	0	-3	-6	i	14	3
Cc1cc(Cl)n2ncc(-c3ccccc3)c2n1	-6	1	2	10	-3	-144	-6	i	37	5
Cc1ccnc(NC2(C(F)(F)F)N=C3SCCN3C2=O)c1 (stereo unspecified)	-4	2	-3	4	1	-4	-13	i	-12	-1
O=C(CN(c1ccc([N+](=O)[O-])cc1)S(=O)(=O)c1ccccc1)N1CCCCC1	1	7	-1	5	3	9	-1	i	26	-4
COc1ccc(N2CCN(C(=O)c3cc4ccccc4o3)CC2)cc1	-8	-5	-1	30	2	-18	2	i	16	-4
COc1cc(C2C3=C(CC(C)(C)CC3=O)N(C)C(=O)N2C)cc(OC)c1OC (stereo unspecified)	2	-4	-3	-7	4	-48	1	i	-5	2
CC(C)C(=O)Nc1nnc(Cc2ccccc2)s1	0	1	5	5	1	-8	0	i	4	-4
CC(=O)N1c2ccccc2C(=O)OC1c1cccnc1 (stereo unspecified)	3	-1	-2	10	-2	-14	15	i	-9	3
CC(=O)[C@H]1[C@@H]2C(=O)N(c3cccc(Cl)c3)C(=O)[C@@H]2[C@H]2c3ccccc3C=CN21	.	0	0	44	1	-9	.	.	.	4
c1ccc(-c2noc(-c3ccc4c(c3)OCO4)n2)cc1	-21	-3	1	36	-5	-212	-13	.	11	-1
Cc1ccc(CNC(=O)CN(C(=O)C2(C)CC(=O)N=C3C=CC=CN32)c2ccccc2)cc1 (stereo unspecified)	4	2	0	6	-2	-7	-14	i	5	2
Cc1ccc(N(C(C)C(=O)N2CCCCC2)S(C)(=O)=O)cc1C (stereo unspecified)	4	2	0	-7	-2	4	6	i	4	0
CCCCCC(=O)NC(CC(=O)OC)c1ccc2c(c1)OCO2 (stereo unspecified)	0	0	.	13	-22	-4	0	i	17	2
COc1ccc(-c2cc(C3CCN(c4ccc(C(C)=O)cc4[N+](=O)[O-])CC3)[nH]n2)cc1	-29	0	-2	37	0	7	-31	i	34	2
N=C1C(c2nc(-c3ccc(Cl)cc3)cs2)=C(O)CN1CCCN1CCOCC1	11	0	0	13	-4	-5	13	i	8	3
CCOC(=O)CSc1nc2c(sc(=S)n2Cc2ccco2)c(=O)n1-c1ccccc1	2	-9	-4	14	-2	0	7	i	-12	14
Cc1ccc(-c2nnn(CC(=O)Nc3ccc(S(=O)(=O)N4CCC(C)CC4)cc3)n2)cc1	-19	-2	-3	29	4	11	-26	i	18	1
O=c1c(Cc2ccc(F)cc2)c(O)ccn1CC1CCCO1 (stereo unspecified)	1	0	-6	5	3	-26	-10	i	21	-2
O=C(Nc1ccc(Cl)cn1)C1CCN(c2ncnc3c2nc2n3CCCCC2)CC1	3	4	11	27	-17	-9	0	i	0	-4
O=C(Nc1nnc(C2=COCCO2)o1)C1CCCCC1	-7	3	-2	25	-2	-9	-11	i	1	-2
O=C(Cn1nc(-c2cccc(Cl)c2)ccc1=O)Nc1ccc(C(=O)NC2CC2)cc1	9	-2	-1	40	1	-2	6	i	16	3
COc1ccc(Cl)cc1C(=O)Nc1ccccc1N1CCN(C)CC1	3	2	2	9	-8	-2	4	i	-17	2

An excerpt; count on the stated rates, not on these rows.
